DNMT1 inh: blocks human DNA methyltransferase DNMT1; hit rate 0.83% among 360,000; DNMT1 molecular beacon, Hinp1I cleavage, fluorescence; P26358; inhibition (reported as % activation of signal), % at 10 µM; in the data active = inhibition above about 50%
Tb MetRS inh: Trypanosoma brucei MetRS inhibition | inhibition, % at 11.9 µM | hit rate 0.4% among 360,000 | AID 624268 | purified T. brucei MetRS, ATP depletion, Kinase-Glo luminescence;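 active = inhibition above a per-plate cutoff of the control wells' mean inhibition plus 3 SD, cut at about 5.5% in these data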;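 also: 0% = DMSO wells median and 100% = median of wells with control inhibitor compound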
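Material: parasite MetRS enzyme / Replication: singlicate, one well per compound / Signal: luminescence of leftover ATP / Schedule: 2 h aminoacylation at 25 °C after 15 min preincubation / Medium: HEPES-MgCl2-KCl buffer plus DTT, spermine, BSA, pyrophosphatase / Doses: 11.9 µM single point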
STEP block: blocks human striatal-enriched tyrosine phosphatase | P54829 | recombinant STEP, OMFP fluorogenic substrate, fluorescence | inhibition, % at 20 µM | hit rate 0.25% among 360,000;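 active = inhibition at 20 µM, scaled per plate between control wells, above about 37%, limit read from the data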;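 also: 0% = DMSO with enzyme and substrate and 100% = substrate only without enzyme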
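System: STEP phosphatase, cell-free reaction; Buffer or medium: Bis-Tris pH 6.0 buffer with DTT, detergent; Incubation: 20 min at room temperature, dark; Measured by: fluorescence, 480/540 nm.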
Rpn11 block: Rpn11 (human) deubiquitinase inhibition; O00487; human 26S proteasome, Ub4-pepOG fluorescence polarization; 20S core pre-blocked with epoxomicin; calls only at 20 µM; hit rate 0.59% among 360,000;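 active = inhibition at 20 µM, scaled to each plate's controls, above about 33%, limit read from the data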
Target sequence (O00487 whole entry, looked up): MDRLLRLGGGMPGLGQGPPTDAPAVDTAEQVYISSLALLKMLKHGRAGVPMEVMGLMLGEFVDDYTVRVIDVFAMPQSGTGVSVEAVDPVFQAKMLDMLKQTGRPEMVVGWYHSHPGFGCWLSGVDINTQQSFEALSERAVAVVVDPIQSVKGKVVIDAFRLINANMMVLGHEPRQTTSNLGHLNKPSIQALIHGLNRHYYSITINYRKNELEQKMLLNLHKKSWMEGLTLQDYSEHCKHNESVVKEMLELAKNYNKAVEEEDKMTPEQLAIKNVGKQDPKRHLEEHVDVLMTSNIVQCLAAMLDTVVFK
CSN deneddyl inh: inhibitors of human CSN-mediated cullin deneddylation | Q92905 | inhibition, % at 12.5 µM | hit rate 0.38% among 360,000 | Purified CSN, SCF-Nedd8-OG deneddylation, fluorescence polarization;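 active = pattern-corrected inhibition above about 35%, with an unprinted fluorescence ratio check between 0.5 and 1.5, limit read from the data, passing the limit was not always enough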;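 also: 0% = enzyme with substrate and 100% = substrate without enzyme; some results filed as inactive read as strong as hits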
Target sequence (Q92905 whole entry, looked up, one chain of several): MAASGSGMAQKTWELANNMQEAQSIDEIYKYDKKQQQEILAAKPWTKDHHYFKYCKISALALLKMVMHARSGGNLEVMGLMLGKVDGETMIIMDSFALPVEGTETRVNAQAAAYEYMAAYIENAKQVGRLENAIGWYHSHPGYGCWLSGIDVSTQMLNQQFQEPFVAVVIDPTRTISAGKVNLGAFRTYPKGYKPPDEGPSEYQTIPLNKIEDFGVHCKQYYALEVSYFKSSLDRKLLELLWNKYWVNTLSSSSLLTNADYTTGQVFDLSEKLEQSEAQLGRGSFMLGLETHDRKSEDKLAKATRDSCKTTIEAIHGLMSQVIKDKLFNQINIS
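Detection – fluorescence polarization · System – HEK293T-derived human Csn5 enzyme · Controls – substrate-only high control, full reaction low control · Timing – 90 min, room temperature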
NadD block: blocks S. aureus nicotinate mononucleotide adenylyltransferase; inhibition, % at 20 µM; hit rate 0.78% among 360,000; purified NadD enzyme, colorimetric absorbance read-out; AID 602399; in the data active = inhibition above about 26%; also: some compounds past the cut are filed as inactive
PABP1 MLLE inh: inhibitors of microRNA-mediated deadenylation, human PABP1 MLLE binding | GST-MLLE / FITC-PAM2 fluorescence polarization | hit rate 0.36% among 360,000 | inhibition, % at 20 µM; in the data active = inhibition above about 35%, passing the limit was not always enough;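 also: plate controls were DMSO wells with GST-MLLE for no effect and wells lacking GST-MLLE protein for full effect; some results filed as inactive read as strong as hits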
LMPTP block: blocks human LMPTP phosphatase; P24666; recombinant LMPTP-A, OMFP fluorogenic substrate, fluorescence intensity; inhibition, % at 20 µM; hit rate 0.22% among 360,000; AID 651560;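 active = compounds that cut the enzyme signal by at least half of the control window in the single-dose screen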;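 also: plate controls were DMSO wells with enzyme plus substrate for no effect and substrate without enzyme for full effect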
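material = LMPTP-A | quantity = 0.625 nM enzyme | reagent = OMFP substrate, 400 µM final | buffer or medium = Bis-Tris pH 6.0, DTT, detergent | detection = endpoint fluorescence intensity from OMFP dephosphorylation | dosing = single 20 µM dose | read-out basis = % inhibition relative to no-enzyme and uninhibited control wells | control set = no-enzyme and uninhibited controls | timing = 50 min at room temperature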
Scp-1 inhibitor: inhibitors of human Scp-1 phosphatase; inhibition, % at 20 µM; AID 493091; Q9GZU7; hit rate 0.88% among 340,000; Recombinant Scp1, phosphopeptide, malachite green phosphate absorbance;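 active = inhibition above about 50% at 20 µM, limit read from the data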;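 also: plate controls were DMSO wells with enzyme for no effect and wells lacking enzyme for full effect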
Target sequence (Q9GZU7 76-261 limits assumed): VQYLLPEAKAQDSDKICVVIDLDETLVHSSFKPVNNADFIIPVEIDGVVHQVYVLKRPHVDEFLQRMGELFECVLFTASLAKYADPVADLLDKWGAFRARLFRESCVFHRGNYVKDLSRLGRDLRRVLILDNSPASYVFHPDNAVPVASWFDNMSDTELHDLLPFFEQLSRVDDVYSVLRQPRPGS
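Material – SCP-1 phosphatase catalytic domain, residues 76-261 · Buffer or medium – Acidic Tris acetate buffer with magnesium and detergent · Also added – Phospho 17-mer peptide substrate · Compound – single 20 µM dose, 1% DMSO · Times – 45 min room-temperature reaction, 5 min colour, 30 min stabiliser · Technique – Phosphate-binding colour reagent, absorbance read at 630 nm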
SUMO1-SIM PPI: modulators of human SUMO1-mediated protein-protein interactions; P63165; AID 602429; inhibition, % at 20 µM; hit rate 0.33% among 360,000; SUMO1 binding to a labelled peptide, TR-FRET, 1 h; in the data active = inhibition above about 37%
Target sequence (P63165 whole entry, looked up): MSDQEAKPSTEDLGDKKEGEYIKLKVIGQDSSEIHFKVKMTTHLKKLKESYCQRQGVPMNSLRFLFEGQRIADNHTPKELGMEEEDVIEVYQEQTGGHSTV
The depositor's hits bear a star; i = inactive; / = no result given.

Field names – A = DNMT1 inh; B = Tb MetRS inh; C = STEP block; D = Rpn11 block; E = CSN deneddyl inh; F = NadD block; G = PABP1 MLLE inh; H = LMPTP block; I = Scp-1 inhibitor; J = SUMO1-SIM PPI
O=C(NC1CCCC1)c1cccc(S(=O)(=O)Nc2ccccc2F)c1
  A: 7.0 | B: -0.3 | C: 1.1 | D: i | E: -3.3 | F: -4.4 | G: 8.4 | H: 0.9 | I: 2.8 | J: 7.5

COc1ccccc1N1CCN(CC(O)COc2ccc3c(c2)OCO3)CC1 (centres undefined)
  A: -1.4 | B: -0.2 | C: -1.4 | D: i | E: 0.3 | F: -6.7 | G: 8.2 | H: 0.2 | I: -4.0 | J: 2.9

O=S(=O)(Nn1cnnc1)c1ccccc1
  A: 2.6 | B: -0.6 | C: 1.7 | D: i | E: -0.5 | F: -4.2 | G: -3.1 | H: -1.4 | I: -15.4 | J: -1.4

O=C(CSc1nnc(-c2ccco2)c(-c2ccco2)n1)c1ccccc1
  A: 84.7* | B: -0.4 | C: 5.4 | D: i | E: 37.2* | F: 19.7 | G: 21.6 | H: 8.0 | I: 45.0 | J: 29.9

COC(=O)C[C@@H]1CC[C@H](NC(=O)Cc2ccccn2)[C@@H](CO)O1
  A: / | B: -0.8 | C: / | D: / | E: -3.3 | F: / | G: / | H: 0.2 | I: / | J: -0.2

Cc1cc(=O)oc2c(CN3CCN(C)CC3)c(O)c(Cl)cc12
  A: 0.7 | B: 0.4 | C: 0.4 | D: i | E: 2.4 | F: 1.9 | G: 0.6 | H: -3.9 | I: -4.8 | J: -2.5

CCOc1cc(C)ccc1OCc1nnc(SCC(=O)c2cccc([N+](=O)[O-])c2)n1CC
  A: -1.1 | B: -1.3 | C: 1.3 | D: i | E: -3.3 | F: 8.1 | G: -82.5 | H: -0.7 | I: 16.1 | J: -18.8

Cc1ccc(Cl)cc1-c1cc(C(=O)NCc2ccccc2)[nH]n1
  A: 4.3 | B: 0.0 | C: -2.0 | D: i | E: 10.3 | F: -1.3 | G: -0.7 | H: 1.3 | I: / | J: 3.6

CC(=O)c1sc(N/N=C2\CC3CCC2(C)C3(C)C)nc1C (centres undefined)
  A: -2.1 | B: 0.5 | C: -0.5 | D: i | E: -1.4 | F: 1.9 | G: -23.2 | H: 0.8 | I: -4.1 | J: -7.2

CN(c1ccccc1)c1nc(N)c([N+](=O)[O-])c(Nc2ccccc2F)n1
  A: 3.0 | B: -0.1 | C: 0.3 | D: i | E: -0.1 | F: 3.9 | G: 4.7 | H: 1.6 | I: -10.0 | J: 0.0

New compounds follow
Field names – A = DNMT1 inh; B = Tb MetRS inh; C = STEP block; D = Rpn11 block; E = CSN deneddyl inh; F = NadD block; G = PABP1 MLLE inh; H = LMPTP block; I = Scp-1 inhibitor; J = SUMO1-SIM PPI
Cc1ccc(C(=O)NCCSc2snnc2C)cc1
  A: -1.4 | B: -1.4 | C: 0.2 | D: i | E: -1.0 | F: -4.7 | G: -0.2 | H: -0.8 | I: -4.3 | J: 0.4

O=C(N/N=C/c1cccnc1)c1ccccc1NS(=O)(=O)c1cccs1
  A: -0.2 | B: -0.2 | C: 0.7 | D: i | E: -7.7 | F: -1.6 | G: 5.5 | H: -0.9 | I: -1.7 | J: 2.3

O=C(Nc1ccccc1C(F)(F)F)c1cc2ncc(CCCl)cn2n1
  A: 3.0 | B: -0.2 | C: -2.4 | D: i | E: 0.1 | F: -2.4 | G: -18.6 | H: -0.2 | I: -7.8 | J: -2.8

Cc1noc(C)c1NC(=O)N(C)C[C@H]1OCCCC[C@@H](C)Oc2ccc(NS(=O)(=O)c3ccccc3)cc2C(=O)N([C@H](C)CO)C[C@@H]1C
  A: 2.4 | B: -1.1 | C: 1.1 | D: i | E: -1.3 | F: 5.6 | G: -14.9 | H: -1.2 | I: / | J: -0.6

CCN(CCCNC(=O)CCNC(=O)Cn1cnc2ccccc2c1=O)c1ccccc1
  A: 4.2 | B: 0.5 | C: -1.9 | D: i | E: -5.0 | F: -2.2 | G: -6.5 | H: 0.3 | I: -8.7 | J: 0.8

N#Cc1cc([N+](=O)[O-])ccc1NC(=O)CSc1n[nH]c(=O)[nH]c1=O
  A: -0.8 | B: 0.2 | C: -0.4 | D: i | E: 0.9 | F: 1.2 | G: -8.2 | H: -2.3 | I: -2.2 | J: 16.2

COCCOC(=O)c1c(C)oc2ccc(NS(=O)(=O)c3ccc(F)cc3)cc12
  A: 1.7 | B: -0.7 | C: -0.5 | D: i | E: -5.3 | F: -7.3 | G: 1.3 | H: 0.9 | I: -4.3 | J: -3.5

Nc1nonc1-n1nnc(C(=O)N/N=C/c2ccccn2)c1-c1ccccc1
  A: 0.5 | B: -0.5 | C: -0.8 | D: i | E: -8.2 | F: -2.9 | G: -5.5 | H: -3.4 | I: -1.8 | J: -9.2

CC(=O)c1c(C)[nH]c(C(=O)OCC(=O)N2CCc3ccccc32)c1C
  A: 50.1* | B: -1.0 | C: -3.7 | D: i | E: 0.5 | F: -0.3 | G: -2.9 | H: -0.3 | I: 5.7 | J: -4.6

COC(C/C=C\C(=O)[C@H](C)OCc1ccccc1)OC
  A: 7.4 | B: -0.2 | C: 2.0 | D: i | E: -3.8 | F: 0.1 | G: 1.4 | H: -1.8 | I: -3.6 | J: -0.8

Not a retest: 3 of the compounds above.
Field names – A = DNMT1 inh; B = Tb MetRS inh; C = STEP block; D = Rpn11 block; E = CSN deneddyl inh; F = NadD block; G = PABP1 MLLE inh; H = LMPTP block; I = Scp-1 inhibitor; J = SUMO1-SIM PPI
O=C(NC1CCCC1)c1cccc(S(=O)(=O)Nc2ccccc2F)c1
  A: 7.0 | B: -0.3 | C: 1.1 | D: i | E: -3.3 | F: -4.4 | G: 8.4 | H: 0.9 | I: 2.8 | J: 7.5

COc1ccccc1N1CCN(CC(O)COc2ccc3c(c2)OCO3)CC1 (centres undefined)
  A: -1.4 | B: -0.2 | C: -1.4 | D: i | E: 0.3 | F: -6.7 | G: 8.2 | H: 0.2 | I: -4.0 | J: 2.9

O=S(=O)(Nn1cnnc1)c1ccccc1
  A: 2.6 | B: -0.6 | C: 1.7 | D: i | E: -0.5 | F: -4.2 | G: -3.1 | H: -1.4 | I: -15.4 | J: -1.4

Additional compounds
Screens in order – DNMT1 inh, Tb MetRS inh, STEP block, Rpn11 block, CSN deneddyl inh, NadD block, PABP1 MLLE inh, LMPTP block, Scp-1 inhibitor, SUMO1-SIM PPI
COc1ccc(C(=O)COC(=O)c2cccc(-n3cnnn3)c2)c(OC)c1
    -1.0, -0.2, 0.8, i, 2.1, 9.5, -10.5, 3.1, -2.8, -4.3
O=C(NCCCCc1ccccc1)c1cccc(Br)c1
    0.2, 0.2, -1.0, i, -0.5, -3.1, -5.2, -1.2, -9.5, 1.9
O=C(/C=C1\OCc2ccccc21)OCc1ccccc1
    /, 0.2, /, /, -0.6, /, /, 2.8, /, 2.8
NC(=O)CC(NC(=O)Cc1cccc2ccccc12)c1ccc(NCCc2cccc(F)c2)c([N+](=O)[O-])c1 (centres undefined)
    24.7, -0.6, 2.7, i, 11.2, 0.4, -23.0, 3.9, -3.5, -15.6
CCc1nc2ccc(C(=O)N3CCN(C(C)=O)CC3)cn2c1N(CCC(C)C)CCN(C)C
    0.2, -0.2, -0.3, i, -2.5, -0.2, 2.1, -0.6, /, -1.9
Cc1ccc(S(=O)(=O)N2CCC(C(=O)OCCOc3ccccc3)CC2)cc1C
    -3.8, -0.4, 2.3, i, 5.3, -0.4, -0.1, 2.5, -11.4, 0.2
Nc1[nH]n(-c2ccccc2)c(=O)c1N=Nc1ccc2c(c1)OCO2
    -28.8, -0.3, 2.2, i, -2.0, -2.0, 1.8, 6.7, -16.3, -35.0
Cc1cc(C)cc(CC(=O)N2CCC2(C)C(=O)NS(=O)(=O)c2ccccc2)c1 (centres undefined)
    1.8, -0.1, -4.2, i, -3.6, -6.3, 2.0, -1.9, /, -1.1
CCC(=O)NC(c1cc(Cl)c2ccccc2c1O)C1CC1 (centres undefined)
    -1.1, -0.1, -4.9, i, 1.4, -10.1, 4.1, -0.3, -0.2, -2.0

With a hit mark in DNMT1 inh, of those listed so far:
Screens in order – DNMT1 inh, Tb MetRS inh, STEP block, Rpn11 block, CSN deneddyl inh, NadD block, PABP1 MLLE inh, LMPTP block, Scp-1 inhibitor, SUMO1-SIM PPI
O=C(CSc1nnc(-c2ccco2)c(-c2ccco2)n1)c1ccccc1
    84.7*, -0.4, 5.4, i, 37.2*, 19.7, 21.6, 8.0, 45.0, 29.9
CC(=O)c1c(C)[nH]c(C(=O)OCC(=O)N2CCc3ccccc32)c1C
    50.1*, -1.0, -3.7, i, 0.5, -0.3, -2.9, -0.3, 5.7, -4.6
